# TNAP inh hiacc: TNAP (human) inhibition, high acceptor; inhibition, % at 20 µM; P05186; purified TNAP, CDP-star luminescence, 1 M DEA; AID 1135; hit rate 0.03% among 200,000;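 active = over 50% inhibition of tissue-nonspecific alkaline phosphatase at 20 µM in the single-dose screen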;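 note: plate controls were DMSO wells for no effect and EDTA-quenched wells as full inhibition for full effect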
# Target sequence (P05186 whole entry, looked up): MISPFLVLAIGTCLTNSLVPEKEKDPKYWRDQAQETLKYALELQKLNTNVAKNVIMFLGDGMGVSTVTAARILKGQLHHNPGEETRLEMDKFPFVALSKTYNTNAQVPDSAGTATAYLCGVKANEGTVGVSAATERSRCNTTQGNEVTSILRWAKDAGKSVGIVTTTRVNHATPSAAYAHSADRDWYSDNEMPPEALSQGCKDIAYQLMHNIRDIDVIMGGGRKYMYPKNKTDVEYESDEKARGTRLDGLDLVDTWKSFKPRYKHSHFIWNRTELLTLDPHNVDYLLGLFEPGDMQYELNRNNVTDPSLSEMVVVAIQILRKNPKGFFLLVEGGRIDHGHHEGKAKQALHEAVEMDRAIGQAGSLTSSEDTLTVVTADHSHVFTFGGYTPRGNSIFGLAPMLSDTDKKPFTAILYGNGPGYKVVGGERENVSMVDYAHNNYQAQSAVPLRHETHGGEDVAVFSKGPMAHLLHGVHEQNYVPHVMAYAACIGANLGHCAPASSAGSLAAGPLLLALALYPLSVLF
# bIAP inh: blocks bovine intestinal alkaline phosphatase activity. purified bovine IAP, CDP-star luminescence, 30 min. inhibition, % at 20 µM. 190,000 tested, under 10 active. AID 1019;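 active = over 50% inhibition of intestinal alkaline phosphatase at 20 µM in the single-dose screen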
#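 test system = bovine IAP enzyme | medium = DEA buffer 100 mM, pH 9.8, with MgCl2 1.0 mM, ZnCl2 0.02 mM | detection = luminescence | dosing = single compound dose of 20 µM, 2% DMSO final | incubation = 30 min reaction at room temperature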
# PPARg SRC2 recr: agonists of SRC-2 recruitment by human PPARgamma; PPARgamma LBD-SRC-2 recruitment, biochemical; activation, % at 8 µM; hit rate 0.34% among 200,000; in the data active = activation above about 22%;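 note: 0% = vehicle and 100% = reference agonist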
# Target sequence (P37231 whole entry, looked up, the tested form may be a part): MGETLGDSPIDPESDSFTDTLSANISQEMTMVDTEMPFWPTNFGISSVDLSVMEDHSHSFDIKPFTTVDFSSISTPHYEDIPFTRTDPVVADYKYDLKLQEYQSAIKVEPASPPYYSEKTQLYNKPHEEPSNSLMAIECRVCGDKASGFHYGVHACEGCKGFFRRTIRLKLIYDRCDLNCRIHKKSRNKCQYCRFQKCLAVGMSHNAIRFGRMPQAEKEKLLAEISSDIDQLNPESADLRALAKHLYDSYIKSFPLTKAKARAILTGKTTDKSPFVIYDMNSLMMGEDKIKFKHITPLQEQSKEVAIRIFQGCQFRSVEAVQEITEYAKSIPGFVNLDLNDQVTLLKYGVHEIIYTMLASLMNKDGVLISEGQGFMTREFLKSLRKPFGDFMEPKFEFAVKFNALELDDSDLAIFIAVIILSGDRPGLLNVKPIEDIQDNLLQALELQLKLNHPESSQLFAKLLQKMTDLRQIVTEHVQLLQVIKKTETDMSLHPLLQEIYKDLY
# TNAP act hi DEA: increases human TNAP activity under high phosphate acceptor concentration | purified TNAP, CDP-star luminescence, 1 M DEA, 30 min; hits give high values; 0 = EDTA background, 1 = DMSO-only activity | P05186 | activation factor at 20 µM | AID 1136 | 200,000 tested, under 10 active;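 active = activation factor at least 2 at 20 µM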
#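 Control set: EDTA negative control, DMSO positive control / Assay system: human TNAP / Quantity: TNAP 1/800 final / Evaluation: TNAP activation factor scaled between EDTA and DMSO control wells / Measured by: luminescent substrate turnover signal / Compound dosing: one dose, 20 µM / Times: 30 min enzyme reaction at room temperature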
# bIAP act: intestinal alkaline phosphatase (bovine) activation | purified bovine IAP, CDP-star luminescence, 30 min; hits give high values; fold of DMSO-control signal, blank-subtracted | activation factor at 20 µM | hit rate 0.17% among 200,000 | AID 1016;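 active = activation factor of 2 or more at 20 µM, a signal rise over negative controls twice the positive control's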
# PPARg SRC-1 ag: promotes SRC-1 coactivator recruitment by human PPARgamma | PPARgamma-SRC-1 coactivator recruitment biochemical assay | activation, % at 8 µM | hit rate 0.41% among 200,000 | AID 631; in the data active = activation above about 19%;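 note: 0% = DMSO and 100% = reference agonist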
# TNAP inh no acc: blocks human TNAP activity with no phosphate acceptor present. P05186. purified TNAP, CDP-star luminescence, 30 min. hit rate 0.26% among 200,000. inhibition, % at 20 µM;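 active = tissue-nonspecific alkaline phosphatase inhibition above about 50% at 20 µM in the single-dose screen, limit read from the data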;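 note: 0% = DMSO negative control and 100% = EDTA positive control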
# HMGR II inh: E. faecalis class II HMG-CoA reductase inhibition. purified E. faecalis HMGR, NADPH absorbance 340 nm kinetic. inhibition, % at 10 µM. hit rate 0.41% among 190,000. AID 1066;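 active = inhibition above a set limit, the median over all tested compounds plus 3 SD, cut at about 9.5% in these data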;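 note: enzyme runs in reverse so mevalonate oxidation gives rising NADPH absorbance; 0% = complete reaction with DMSO and 100% = background rate lacking mevalonate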
# SRC2 TRFRET art: counter-screen for PPARgamma SRC-2 recruitment agonists: TR-FRET artefact; hits give high values; hit rate 0.4% among 200,000; TR-FRET ratio at 8 µM; in the data active = TR-FRET ratio above about 2000; note: inactives centre near 1500
# PPARg SRC-3 ag: agonists of human PPARgamma SRC-3 coactivator recruitment; activation, % at 8 µM; biochemical PPARgamma/SRC-3 coactivator recruitment assay; P37231; hit rate 0.26% among 200,000; in the data active = activation above about 23%;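 note: 0% = DMSO and 100% = reference agonist; some compounds past the cut are filed as inactive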
# Numbers without * were called inactive; . = not tested or not shown.
SMILES,TNAP inh hiacc,bIAP inh,PPARg SRC2 recr,TNAP act hi DEA,bIAP act,PPARg SRC-1 ag,TNAP inh no acc,HMGR II inh,SRC2 TRFRET art,PPARg SRC-3 ag
COc1ccc(C2c3c(oc4ccccc4c3=O)C(=O)N2Cc2ccncc2)cc1OC (stereo not given),.,.,6,.,.,6,.,.,1510,5
COc1ccc(C(=O)Nc2ccccc2C(=O)N(Cc2ccco2)C(C(N)=O)C(C)C)cc1 (stereo not given),-3,0,8,1,1,3,-57,-4,1620,-1
Nc1ccc(Sc2ccccc2CC(=O)O)cc1,-5,3,9,1.1,1,7,2,-2,1728,6
CCO[C@@H]1OC(C(=O)Nc2ccccc2)=C[C@H](c2ccc3c(c2)OCO3)[C@H]1CCCO,-8,-2,7,1.1,1,4,-9,-1,1426,-1
O=C(CSc1nnc(-c2ccccc2)n1-c1ccccc1)c1ccc[nH]1,2,4,5,1,1,3,-10,0,1729,9
CN(C)S(=O)(=O)c1cc(NC(=O)COC(=O)Cc2ccc(Br)cc2)ccc1Cl,-8,9,-3,1.1,0.9,4,-3,-1,1496,4
Cc1oc2ccc(OC(=O)N3CCOCC3)cc2c1C(=O)OC(C)C,-2,2,6,1,1,-6,-2,-1,1420,-6
COc1cc(NC(=S)NCCc2ccc(S(N)(=O)=O)cc2)c(OC)cc1Cl,-1,-4,9,1,1,7,-6,1,1662,2
CCCOC(=O)CCc1n[nH]c(=O)[nH]c1=O,-5,9,7,1.1,0.9,-2,-5,-5,1632,5
COc1cc(/C=N/NC(=O)c2ccncc2)ccc1OC(=O)c1ccccc1Cl,-1,-3,-3,1,1,-5,-4,-4,1516,4
Cc1cccc(C)c1NC(=O)CN(c1ccccn1)S(=O)(=O)c1ccc(F)cc1,-4,-6,2,1,1.1,8,-7,-1,1654,4
CCc1ccc(S(=O)(=O)NC(CC(=O)O)c2ccccc2)cc1 (stereo not given),-8,-5,-11,1.1,1.1,0,-13,4,1559,8
O=C(N/N=C/c1ccccc1)c1cc(-c2ccc3c(c2)OCO3)n[nH]1,6,-2,-8,0.9,1,-1,66*,-2,1425,-3
CCn1ncc(/C=C/C(=O)Nc2c(C)nn(Cc3ccc(Cl)cc3Cl)c2C)c1C,-3,-8,-6,1,1.1,-4,-10,-1,1291,-13
Cc1ccc(NS(=O)(=O)c2ccc(Br)cc2)nc1,-7,3,0,1.1,1,-2,-5,-6,1661,1
COc1ccc(CCNC(=O)CSc2c[nH]c3ccccc23)cc1OC,-6,0,4,1.1,1,-1,-16,2,1636,6
Cc1ccc(SCCC(=O)N/N=C/c2cccnc2)cc1,-5,-3,4,1,1,0,-10,0,1510,6
CCCCN(CCCC)S(=O)(=O)c1ccc(SCC(=O)OCC)c([N+](=O)[O-])c1,0,9,4,1,0.9,2,-2,0,1606,-1
COc1cc(C(=O)Nc2ccc(NC(=O)C(C)C)nc2)cc(OC)c1OC,-3,7,.,1,0.9,.,-6,.,.,.
Cc1ccc(C2CC(c3ccccc3)=NN2C(=O)CSc2nnc(-c3ccc(Cl)cc3)o2)o1 (stereo not given),-6,21,3,1.1,0.8,1,-1,-7,1648,0
CCn1c(SCC(=O)N/N=C/C=C\c2ccccc2[N+](=O)[O-])nnc1-c1ccccc1,-3,-1,3,1,1,12,-4,-4,1553,12
COc1ccc(S(=O)(=O)CC(O)CN2CCCC2=O)cc1 (stereo not given),2,6,-4,1,0.9,2,-3,-1,1412,-6
COc1ccc(Cl)cc1-n1c(N)c(C(N)=O)sc1=S,-2,3,-8,1,1,-1,-11,2,1581,-6
C=CCOc1ccc(/C=N\NC(N)=S)cc1,-5,21,5,1.1,0.8,6,1,-5,1819,2
O=C(CN1C2CCC1CC(NC(=O)NC1CCCCC1)C2)NC1CC1 (stereo not given),-6,-10,-3,1.1,1.1,-6,-7,0,1483,1
# Carrying on.
SMILES,TNAP inh hiacc,bIAP inh,PPARg SRC2 recr,TNAP act hi DEA,bIAP act,PPARg SRC-1 ag,TNAP inh no acc,HMGR II inh,SRC2 TRFRET art,PPARg SRC-3 ag
COc1ccc(CCNC(=O)CCNS(=O)(=O)c2cccc3nonc23)cc1OC,-3,-2,6,1,1,-2,-1,-5,1481,0
CC1(C(=O)O)CCC(C(=O)Nc2ccccc2O)C1(C)C (stereo not given),2,-4,-5,1,1,5,-7,-1,1611,0
Cc1ccc(NC(=O)Cn2nc([N+](=O)[O-])c(Br)c2C)cc1C,-2,-4,-6,1,1,0,-6,-2,1420,-1
Cc1nnc(NC(=O)CCNC(=O)c2ccccc2Cl)s1,-1,3,4,1,1,4,-1,0,1632,0
COc1ccccc1CN1CCN(Cc2nc(-c3ccccc3)no2)CC1,-4,-11,3,1,1.1,4,-8,-7,1866,2
CN(C)CCNC(=O)COc1cccc(Cl)c1,2,-6,-5,1,1.1,-2,-2,-1,1455,-1
O=C(COC(=O)c1cccs1)Nc1nc(-c2ccccc2)cs1,-1,13,-2,1,0.9,7,-12,-3,1493,-3
Cc1ccc(SCC(=O)Nc2ccc(N3CCN(C)CC3)c(F)c2)cc1,-2,1,-5,1,1,0,-4,-4,1542,-6
C(=N\Nc1ncnc2ccccc12)/c1ccccc1,-4,-23,9,1,1.2,0,-24,3,1502,6
Cc1ccccc1Cn1cnc2c(cnn2C(C)(C)C)c1=O,1,4,7,1,1,5,-6,-1,1618,-3
Cc1ccc2nc(C)cc(C(=O)OCC(=O)Nc3cccnc3Cl)c2c1,-4,-1,-5,1,1,4,-12,-4,1594,-1
O=C(c1cc2sccc2n1Cc1ccc(F)cc1)N1CCCc2ccccc21,0,3,5,1,1,-3,-7,3,1494,12
COc1cc(OC)cc(-c2nc3cc(C)ccc3o2)c1,0,3,3,1,1,1,-5,-6,1445,3
C=CCNC(=S)NNC(=O)c1ccc2c(c1)OCO2,-1,-26,-1,1,1.3,-2,-90,1,1336,2
O=C(O)CC(NC(=O)c1cccc([N+](=O)[O-])c1)c1ccc2c(c1)OCO2 (stereo not given),-2,-1,-4,1,1,3,-6,1,1532,3
CC1CCCC(C)N1/N=C/C=C/c1ccccc1[N+](=O)[O-] (stereo not given),4,-3,15,1,1,8,-4,-2,1607,0
O=C(O)C(Cc1c[nH]c2ccccc12)NS(=O)(=O)c1ccc(Cl)cc1 (stereo not given),-1,-38,-4,1,1.4,-2,-7,2,1436,1
O=C1CCCN1CCCNC(=S)Nc1ccccc1Cl,-7,-9,7,1.1,1.1,2,-11,-9,1730,7
COc1ccc(NC2=C3CC(C)CC=C3N(c3ccc(OC)cc3)C2=O)cc1 (stereo not given),0,5,3,1,0.9,0,-6,-1,1659,8
CC1Cc2ccccc2N1CC(=O)Nc1ccc(Cl)c(S(=O)(=O)N(C)C)c1 (stereo not given),-5,-17,12,1,1.2,13,-11,-4,1682,5
CCCN(CCC)S(=O)(=O)c1ccc(NS(=O)(=O)c2ccc(F)cc2)cc1,-6,4,-2,1.1,1,5,-11,-4,1402,11
OC1CN=C2CCCc3c2n(c2ccc(Cl)cc32)C1 (stereo not given),-6,0,7,1.1,1,1,-6,-2,1633,15
Cc1nc2c(sc3nc4c(cc32)COC(C)(C)C4)c(=O)n1Cc1ccccc1,-2,1,3,1,1,7,-9,1,1519,2
CNc1ccc(/C=C/C(=O)c2ccc3c(c2)OCCO3)cc1[N+](=O)[O-],17,2,1,0.8,1,15,14,-3,1372,7
O=C(Nc1cccc([N+](=O)[O-])c1)c1cnccn1,-3,1,3,1,1,7,0,-6,1763,3
# (continued)
SMILES,TNAP inh hiacc,bIAP inh,PPARg SRC2 recr,TNAP act hi DEA,bIAP act,PPARg SRC-1 ag,TNAP inh no acc,HMGR II inh,SRC2 TRFRET art,PPARg SRC-3 ag
CC(NS(=O)(=O)c1ccccc1)C(=O)NCc1ccco1 (stereo not given),1,-17,-5,1,1.2,1,-13,-8,1540,0
Cc1oc(-c2ccccc2F)nc1CS(=O)(=O)CC(=O)N1CCN(c2ccccc2)CC1,-7,-3,8,1.1,1,8,-8,-10,1633,-7
CCCCN1C(=O)c2ccc(C(=O)Nc3ccc(C)c(S(=O)(=O)N(C)C)c3)cc2C1=O,-2,-30,3,1,1.3,1,3,-5,1699,-2
CC1(C)OC(=O)C(=Cc2ccc(-c3ccc(S(N)(=O)=O)cc3)o2)C(=O)O1,3,-16,-5,1,1.2,-2,44,-5,1382,-1
CCC(C)(C)n1nnnc1C(c1ccccc1)N1CCN(C2CCCC2)CC1 (stereo not given),-4,0,9,1,1,1,-10,-4,1505,17
Cc1ccc2oc(=O)c(/C=C(\O)c3ccccc3)nc2c1,11,20,-5,0.9,0.8,13,20,0,1647,5
COC(=O)[C@@]1(Cc2ccc(F)cc2)[C@H]2c3cc(C(=O)N(C)C)n(CCSCCO)c3C[C@H]2CN1C(=O)c1ccccc1,-6,16,0,1.1,0.8,-3,-9,-5,1505,-2
CCOC(=O)N1CCN(C(=O)C2CCN(S(=O)(=O)c3ccc(C)cc3)CC2)CC1,1,2,1,1,1,4,-3,-5,1540,5
Cc1ccc(-n2nc(CC#N)c(C#N)c2N)cc1Cl,-2,2,3,1,1,1,-30,0,1517,1
CC(C)(C)c1ccc(C(=O)NC(=S)NCC2CCCO2)cc1 (stereo not given),1,-48,-2,1,1.5,-1,14,-2,1640,1
Cc1cc(NC(=O)c2cccc(S(=O)(=O)N3CCOCC3)c2)no1,-6,16,10,1.1,0.8,0,-7,1,1464,-3
O=C(CCN1CCN(CC(=O)Nc2ccccc2Cl)CC1)Nc1ccccc1F,-8,-10,-1,1.1,1.1,11,-6,-5,1596,1
COc1ccc(N2CCSC2C(=O)NN)cc1 (stereo not given),-2,-16,-10,1,1.2,-5,-8,-4,1427,9
S=C1NC(C23CC4CC(CC(C4)C2)C3)=CC(c2ccc3c(c2)OCO3)N1 (stereo not given),3,-1,3,1,1,6,-1,-11,1812,2
COc1cccc(NC(=O)Cc2cn(C)c3ccccc23)c1,5,25,-6,0.9,0.7,-2,-3,3,1419,2
O=C(NCCN1C(=O)S/C(=C\c2ccc(OC(F)F)cc2)C1=O)[C@@H]1CCCN1C(=O)c1cccs1,0,-6,4,1,1.1,15,-12,-7,1703,7
Cc1ccc(-c2ccc(CCC(=O)O)n2-c2cccc(O)c2)cc1,0,0,6,1,1,2,-3,-3,1753,-3

# Rewritten with values under each structure: 6 of the compounds above
# Values run as follows: TNAP inh hiacc, bIAP inh, PPARg SRC2 recr, TNAP act hi DEA, bIAP act, PPARg SRC-1 ag, TNAP inh no acc, HMGR II inh, SRC2 TRFRET art, PPARg SRC-3 ag
> Cc1oc(-c2ccccc2F)nc1CS(=O)(=O)CC(=O)N1CCN(c2ccccc2)CC1
  -7, -3, 8, 1.1, 1, 8, -8, -10, 1633, -7
> CCCCN1C(=O)c2ccc(C(=O)Nc3ccc(C)c(S(=O)(=O)N(C)C)c3)cc2C1=O
  -2, -30, 3, 1, 1.3, 1, 3, -5, 1699, -2
> CC1(C)OC(=O)C(=Cc2ccc(-c3ccc(S(N)(=O)=O)cc3)o2)C(=O)O1
  3, -16, -5, 1, 1.2, -2, 44, -5, 1382, -1
> CCC(C)(C)n1nnnc1C(c1ccccc1)N1CCN(C2CCCC2)CC1 (stereo not given)
  -4, 0, 9, 1, 1, 1, -10, -4, 1505, 17
> Cc1ccc2oc(=O)c(/C=C(\O)c3ccccc3)nc2c1
  11, 20, -5, 0.9, 0.8, 13, 20, 0, 1647, 5
> COC(=O)[C@@]1(Cc2ccc(F)cc2)[C@H]2c3cc(C(=O)N(C)C)n(CCSCCO)c3C[C@H]2CN1C(=O)c1ccccc1
  -6, 16, 0, 1.1, 0.8, -3, -9, -5, 1505, -2

# Screening results: PubChem, several laboratories
